Source: PubChem
All columns: NCI-60 one-dose screen, growth in % after 48 h at 10 µM unless noted; 100 = growth as untreated, 0 = no growth, -100 = all killed.
HCT-116 = HCT-116 colon cancer | 82,000 compounds, 7.3% hits
HCT-15 = HCT-15 colon cancer; 82,000 compounds, 5.2% hits
COLO 205 = COLO 205 colon cancer; 79,000 compounds, 7.3% hits
SW-620 = SW-620 colon cancer | AID 1794795 | 82,000 compounds, 5.2% hits
NCI-H460 = NCI-H460 lung cancer; 82,000 compounds, 6.8% hits; AID 1794736
HT29 = HT29 colon cancer; 81,000 compounds, 7.4% hits
NCI-H322M = NCI-H322M lung cancer | 80,000 compounds, 2.7% hits | AID 1794733
NCI-H226 = NCI-H226 lung cancer; 79,000 compounds, 3.5% hits
KM12 = KM12 colon cancer cells; 82,000 compounds, 5% hits; AID 1794800
Active calls of the source: *; / = not tested or not shown. How the source made its calls: active means growth percent below 10; inactive means the rest.

#1 Clc1ccc(C=Nc2ccc(Nc3ncnc4sc5c(c34)CCN(Cc3ccccc3)C5)cc2)cc1
#2 COc1ccc(-c2cc(Cc3cccs3)c(=O)n(Cn3cnc4c(N)ncnc43)n2)cc1
#3 Cc1ccc(/C=C/c2c(C(N)=O)c(C)nc3ccccc23)cc1
#4 CCCCc1ccc(NS(=O)(=O)c2cc3c4c(c2)CCN4C(=O)CC3)cc1
#5 O=C(CNc1nc(-c2ccccc2)cs1)Nc1ccccc1Cl
#6 O=C(Cn1cnc2c(cc(-c3ccccc3)n2-c2ccncc2)c1=O)Nc1ccc(F)cc1
#7 CCN(CC)CCCC(C)NC(=O)OCC(C)C (stereo not drawn)
#8 CCc1ccc(-c2c(-c3cc(OC)c(OC)c(OC)c3)nc3sc(CC)nn23)cc1

entry no.	1	2	3	4	5	6	7	8
HCT-116	97	103	108	13	88	101	100	83
HCT-15	104	96	113	33	70	94	97	88
COLO 205	112	118	117	14	114	110	108	87
SW-620	96	107	103	25	95	110	105	92
NCI-H460	107	109	102	4.3*	95	107	108	93
HT29	104	/	118	30	102	106	87	84
NCI-H322M	96	93	104	33	89	/	101	81
NCI-H226	96	100	/	/	94	105	105	93
KM12	106	108	101	21	61	96	108	91

#9 CC1=NN(c2cccc(S(N)(=O)=O)c2)C(=O)C1
#10 O=C(Cc1ccccc1)c1ccc(O)cc1
#11 COc1ccc(/C=C2/C(=O)N=C3N2NC(c2ccccc2)=CN3c2ccccc2)cc1
#12 O=C(CCCCCCSc1nc(-c2ccccc2)cc(-c2ccccc2)n1)NO
#13 O=[N+]([O-])c1cnc2ccccc2c1N[C@H](CO)c1ccccc1
#14 COc1cc(-c2nnc(Nc3ccc(C(F)(F)F)cc3)o2)cc(OC)c1OC
#15 COc1ccc(/C=N/NC(=O)c2cnn(CC(O)c3ccccc3)c2N)cc1OC (stereo not drawn)
#16 COc1ccc(NC(=O)/N=c2\oc3c(OC)cccc3cc2-c2cc3ccccc3[nH]2)cc1

entry no.	9	10	11	12	13	14	15	16
HCT-116	104	98	100	12	98	102	87	28
HCT-15	111	103	109	33	94	99	98	73
COLO 205	108	112	121	26	107	103	97	98
SW-620	95	100	101	8.5*	100	111	93	70
NCI-H460	103	106	106	24	105	111	80	49
HT29	104	105	109	8.3*	93	86	95	58
NCI-H322M	97	100	103	45	91	105	93	74
NCI-H226	90	111	93	56	86	/	97	68
KM12	107	109	108	51	99	91	83	63

#17 CCCCN(CCCC)C(C)C(O)c1ccc2cc(Br)c3ccccc3c2c1 (stereo not drawn)
#18 O=[N+]([O-])c1cccc(Br)c1
#19 Nc1nc(Nc2ccc(Cl)cc2)nn1S(=O)(=O)c1ccc(-c2ccc(F)cc2)cc1
#20 O=C(CN1CCN(c2cc3c(cc2F)c(=O)c(C(=O)O)cn3C2CC2)CC1)Nc1nc(-c2ccc(Cl)cc2)cs1
#21 COc1ccc(C2NC(=O)Cc3c2sc2c(F)cccc32)c(OC)c1 (stereo not drawn)
#22 NC(=O)c1c(NC(=O)Nc2ccc(F)c(Cl)c2)sc2cc(O)ccc12
#23 COc1ccc(/C=C/C(=O)NCC(C)O)cc1 (stereo not drawn)
#24 CCCCCCCCCCC[C@@H](C[C@H]1OC(=O)[C@H]1CCCCCC)OC(=O)[C@@H](CC(C)C)NC=O

entry no.	17	18	19	20	21	22	23	24
HCT-116	64	111	75	14	101	35	91	34
HCT-15	94	100	77	16	103	52	102	35
COLO 205	85	119	/	63	116	109	104	81
SW-620	77	107	96	26	96	69	101	78
NCI-H460	90	106	71	6.9*	98	75	101	43
HT29	37	105	80	10	108	90	95	38
NCI-H322M	93	98	109	28	103	90	94	94
NCI-H226	72	102	84	43	87	95	91	73
KM12	93	110	61	22	93	59	100	53

#25 O=C1COCCN1c1ccc(N2C(=O)C(Cl)C2c2cn(Cc3ccc(F)cc3)c3ccccc23)cc1 (stereo not drawn)
#26 COc1ccc(NC(=O)Nc2cnn(-c3ccc(S(N)(=O)=O)cc3)c2-c2ccccc2)cc1
#27 Cn1c(CO)nc2ccccc21
#28 CC(C)(N=Nc1ccc([N+](=O)[O-])cc1)[N+](=O)[O-]
#29 Cc1cc(C)c2c(n1)sc1c(Nc3ccc(OCc4ccc(Cl)cc4)cc3)ncnc12
#30 O=c1onc(-c2cc3ccccc3nc2Cl)n1-c1cccc(Cl)c1
#31 O=C(c1c[nH]c2ccccc12)c1n[nH]c(=S)n1-c1ccc(F)cc1
#32 N#Cc1ccc(SSc2ccc(C#N)cc2)cc1

entry no.	25	26	27	28	29	30	31	32
HCT-116	106	96	109	54	107	74	89	98
HCT-15	102	103	105	77	98	75	42	96
COLO 205	115	112	110	55	108	110	110	109
SW-620	108	104	/	72	106	96	94	103
NCI-H460	105	105	109	66	106	98	100	103
HT29	112	97	107	89	99	98	101	100
NCI-H322M	111	91	97	56	97	83	89	/
NCI-H226	/	100	99	100	103	74	85	105
KM12	107	98	108	22	103	89	50	96

#33 COc1ccccc1Nc1ccc(N)cc1S(=O)(=O)O
#34 CS(=O)(=O)Nc1ccc(C(=O)NC(C(=O)NO)c2ccc(-c3cccc(F)c3)cc2)cc1 (stereo not drawn)
#35 COc1cc(/C=C/C(=O)C(=Cc2ccc(F)c(F)c2)C(=O)/C=C/c2ccc(O)c(OC)c2)ccc1O
#36 COc1ccc2[nH]c(=O)c(/C=N/Nc3nc(-c4ccccc4)cs3)c(O)c2c1
#37 CCCCCCCCCCCCCCCC(=O)OC[C@@]1(O)C[C@@]23CC[C@@H]4C(C)(C)CCC[C@@]4(C)[C@@H]2CC[C@H]1C3
#38 Nc1[nH]n2cc(-c3ccc(F)cc3)nc2c1N=Nc1ccc(S(N)(=O)=O)cc1
#39 N#Cc1nc(C(c2ccccc2)c2ccccc2)oc1NCc1ccc2c(c1)OCO2
#40 CCN(CCO)C(C(=O)c1ccc(Cl)cc1)c1ccccc1 (stereo not drawn)

entry no.	33	34	35	36	37	38	39	40
HCT-116	100	39	-77*	51	-79*	63	75	92
HCT-15	97	92	26	21	98	60	74	101
COLO 205	101	109	58	106	112	95	94	101
SW-620	100	51	-45*	67	108	77	93	108
NCI-H460	108	90	2.0*	47	98	59	84	115
HT29	87	53	-31*	70	92	84	77	94
NCI-H322M	104	54	59	18	114	42	89	92
NCI-H226	107	/	/	67	98	88	66	107
KM12	100	58	1.5*	69	111	73	84	101

#41 COc1ncc(-c2ccc3ncnc(Nc4cccc(Cl)c4)c3c2)cc1NS(=O)(=O)CCN1CCOCC1
#42 CC(=O)n1cc(/C=C2\N=C(c3ccccc3)N(c3ccc(S(=O)(=O)Nc4nccs4)cc3)C2=O)c2ccccc21
#43 COc1ccc(Oc2ccc(C3CC(c4cc(OC)c(OC)c(OC)c4)=NN3C(C)=O)cc2)cc1 (stereo not drawn)
#44 Cn1c2ccc(Br)cc2c2c3c(c4c5ccccc5ccc4c21)C(=O)N(O)C3=O
#45 Cc1ccc2c(OCC(=O)N/N=C/c3ccccc3)cc(=O)[nH]c2c1
#46 CC(C)(C)OC(=O)CC(C)(O)c1ccc(Cl)cc1 (stereo not drawn)
#47 CC(=O)Nc1ccc(-c2ccc(NC(C)=O)c(O)c2)cc1O
#48 COc1cc2c(cc1OC)CN(CCCOc1cc(O)c3c(=O)cc(-c4ccccc4)oc3c1)CC2

entry no.	41	42	43	44	45	46	47	48
HCT-116	30	102	20	99	109	99	94	95
HCT-15	6.6*	94	18	108	104	103	91	95
COLO 205	-6.9*	114	11	/	/	112	132	111
SW-620	30	104	47	91	107	101	109	110
NCI-H460	10	104	24	97	106	104	111	109
HT29	10	100	32	104	103	115	101	105
NCI-H322M	-17*	90	47	104	102	114	104	116
NCI-H226	22	102	17	/	109	96	114	95
KM12	26	98	27	113	103	105	110	101

#49 COC(=O)c1c2c(c(C)[n+]([O-])c1C)C(=O)C(NCc1ccc(Br)cc1)=CC2=O
#50 CCNS(=O)(=O)c1ccc(Cl)c(Cl)c1
#51 COc1cc(C2=NN(C(C)=O)C(c3c(C)nn(-c4ccccc4)c3N3CCOCC3)C2)cc(OC)c1OC (stereo not drawn)
#52 O=C(Nc1nnc(-c2ccccc2)s1)c1ccccc1
#53 O=C(Nc1cc(F)cc2cccnc12)c1cnc(N2CCNCC2)cn1
#54 COc1ccc(Nc2nccc(Nc3ccc4[nH]ncc4c3)n2)cc1
#55 COc1cc(-c2noc(-c3cccnc3)n2)cc(OC)c1OC
#56 C=C1C2CC[C@@]3(CC[C@@H]4[C@@]5(C)CCC[C@@]4(C=[N+](CCO)C5)[C@@H]3C2)[C@@H]1O

entry no.	49	50	51	52	53	54	55	56
HCT-116	1.4*	90	83	107	11	19	97	100
HCT-15	7.9*	100	101	90	41	6.2*	98	108
COLO 205	/	103	101	102	14	26	113	/
SW-620	5.2*	104	99	103	41	25	99	105
NCI-H460	3.5*	108	104	108	81	25	102	107
HT29	10.0*	89	95	108	37	12	103	99
NCI-H322M	29	89	93	119	69	63	103	91
NCI-H226	/	96	86	100	100	28	95	87
KM12	15	104	103	100	81	10	101	108

#57 CC(=O)Nc1c(OC(C)=O)ccc2cc(Br)ccc12
#58 CC(C)(C)NCC(O)c1cc(O)cc(O)c1 (stereo not drawn)
#59 CC1=C2[C@H]3OC(=O)[C@@H](C)[C@@H]3CC[C@@]2(C)C=C/C1=N\O
#60 COc1cc(C=C2C(=O)NC(=O)NC2=O)cc(CN2CCCCC2)c1O
#61 CCCCCCCCCCCCCCCC[N+](C)(C)CCCNS(=O)(=O)c1ccc(C(C)(C)C)cc1
#62 NC(=O)OCC(N)C(=O)O (stereo not drawn)
#63 Cc1cc(O)c(C(C)C)cc1NC(=O)Nc1ccc(Cl)cc1
#64 OCCNCc1cccc(-c2ccccc2)c1O

entry no.	57	58	59	60	61	62	63	64
HCT-116	103	95	97	110	98	110	82	100
HCT-15	93	110	101	104	101	102	84	100
COLO 205	104	104	89	118	119	111	98	107
SW-620	98	105	116	107	111	108	90	109
NCI-H460	109	114	117	106	109	116	98	111
HT29	/	108	104	111	106	94	95	99
NCI-H322M	109	99	114	103	94	127	92	/
NCI-H226	92	98	103	104	98	110	92	/
KM12	103	112	109	111	99	135	/	116

Along the list, as entered above:
Entries 57 to 64 in NCI-H460 read 109, 114, 117, 106, 109, 116, 98, 111
Entries 57 to 64 in HCT-116 read 103, 95, 97, 110, 98, 110, 82, 100

Next part:
#65 CCCCCCCCCCCCNC(=O)[C@H]1CSC(c2cccs2)N1 (stereo partly drawn)
#66 COC(=O)c1ccc(CSc2nnc(-c3c(C)nc4ccc(Cl)cn34)o2)cc1
#67 COc1cc(-c2nc(-c3ccccc3)c(-c3ccccc3)[nH]2)cc(OC)c1O
#68 O=C(NNc1ccc([N+](=O)[O-])cn1)OCCOCCOC(=O)NNc1ccc([N+](=O)[O-])cn1

entry no.	65	66	67	68
HCT-116	109	105	-2.7*	99
HCT-15	106	99	11	101
COLO 205	105	115	-74*	102
SW-620	98	105	-37*	103
NCI-H460	99	105	-38*	100
HT29	91	108	1.0*	89
NCI-H322M	102	104	13	110
NCI-H226	115	97	49	119
KM12	86	118	-53*	104

Grouped by structure, the compounds so far containing a COOH group
#20 O=C(CN1CCN(c2cc3c(cc2F)c(=O)c(C(=O)O)cn3C2CC2)CC1)Nc1nc(-c2ccc(Cl)cc2)cs1
#62 NC(=O)OCC(N)C(=O)O (stereo not drawn)

entry no.	20	62
HCT-116	14	110
HCT-15	16	102
COLO 205	63	111
SW-620	26	108
NCI-H460	6.9*	116
HT29	10	94
NCI-H322M	28	127
NCI-H226	43	110
KM12	22	135
